HT1080 IDH1KD tx – qHTS for induction of synthetic lethality in tumor cells producing 2HG: qHTS for the HT-1080-IDH1KD cell line | HT-1080 IDH1 knockdown viability, ATP luminescence, 48 h | Potency, µM (series often up to 46.1 µM), for inactives: top-dose activity, negative = toxicity, actives largely listed as cytotoxic | 360,000 tested, 2% active;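 further: potency means the concentration at half of the fitted maximal effect; 0% = DMSO wells and -100% = cell-free medium wells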
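IDH1KD HT-1080 cells, 750/well, RPMI + 5% FBS; compound pinned after 2 h settling; 48 h, 37 °C; CellTiter-Glo luminescence; % activity normalised to DMSO and no-cell wells; curves fitted, classed by r2 and efficacy.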
KB-3-1 cytotox – qHTS assay for MDR1-selective chemotherapeutics: Primary screen using the parental adenocarcinoma cell KB-3-1 | 400,000 tested, 1.4% active | KB-3-1 viability, CellTiter-Glo ATP luminescence, 72 h | Potency, µM (doses to about 46.1 µM), without a hit: at the top dose activity change, negative = cytotoxic, actives largely listed as cytotoxic; further: potency means the concentration at half of the fitted maximal effect; on the % scale 0 is the no-effect control and ±100 the full control effect; nearly all actives have a fitted effect of over 60% in size
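Luminescent ATP read-out (CellTiter-Glo) measures survival of drug-naive KB-3-1 cells after 72 h compound exposure at 37 °C. Titration series was screened from lowest to highest concentration, with DMSO vehicle plates as background controls.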
SW480 rerep – A quantitative high throughput screen for small molecules that induce DNA re-replication in SW480 colon adenocarcinoma cells. SW480 DNA re-replication, Hoechst DNA content imaging, 48 h. Potency, µM (doses to about 46.1 µM), without a hit: at the highest dose re-replication activation, most hits filed as activators. 340,000 tested, 1.8% active; further: potency means the concentration at half of the fitted maximal effect; % of control where 0% means no effect; nearly all actives have a fitted effect of over 55% in size
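DNA re-replication was detected as more nuclei of elevated Hoechst intensity after 48 hr exposure to compound (23 nL pinned per well of 250 cells).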
D3 antag – qHTS of D3 Dopamine Receptor Antagonist: qHTS; D3R cells, DiscoveRx beta-arrestin luminescence, antagonist mode; active compounds read low; max response, negative = inhibition, %; 360,000 tested, 2.5% active; in the data active means max response below about -50%; inconclusive means no clear call, values can overlap the other calls; further: on the % scale 0 is the no-effect control and ±100 the full control effect; mostly tested at two doses, the higher about 12 µM
Target sequence (P35462 whole entry, looked up): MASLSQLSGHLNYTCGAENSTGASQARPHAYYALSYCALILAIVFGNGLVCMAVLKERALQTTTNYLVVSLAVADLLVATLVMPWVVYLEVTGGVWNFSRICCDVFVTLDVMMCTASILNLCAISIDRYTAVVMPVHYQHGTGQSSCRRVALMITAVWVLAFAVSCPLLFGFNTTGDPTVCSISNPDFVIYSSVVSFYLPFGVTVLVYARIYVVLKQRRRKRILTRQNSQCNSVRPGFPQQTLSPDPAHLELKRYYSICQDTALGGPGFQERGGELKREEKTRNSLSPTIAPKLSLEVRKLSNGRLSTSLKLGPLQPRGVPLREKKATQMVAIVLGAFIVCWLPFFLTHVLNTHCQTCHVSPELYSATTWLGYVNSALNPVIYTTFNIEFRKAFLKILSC
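Cells plated overnight at 1500 cells/well, then exposed to library compounds with dopamine controls for 90 minutes at 37 degrees C. DiscoveRx reagent added for 30–60 minutes at room temperature; luminescence read, quantitative HTS format.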
IL-1B inflam inh – qHTS for Inhibitors of Inflammasome Signaling: IL-1-beta AlphaLISA Primary Screen; 360,000 tested, 4.7% active; AID 743279, 2014; activity change, % at 57.5 µM; THP-1 LPS/ATP IL-1B secretion, AlphaLISA, 16 h; active compounds read low; in the data active means activity change below about -50%; inconclusive means mostly about -30% to -49%; further: on the % scale 0 is the no-effect control and ±100 the full control effect
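Secreted IL-1B measured by AlphaLISA bead assay after 16 h compound exposure of THP-1 cells; compounds (final up to 57.5 uM) added 1 h before LPS (250 ng/mL) and ATP (1.25 mM) stimulation; lower signal means less secretion.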
GLP1R ag – qHTS of GLP-1 Receptor Agonists; Potency, µM (series often up to 45.6 µM), for inactives: at the highest dose activation, most hits filed as activators; HEK293 GLP-1R CRE-luciferase, luminescence, 4-6 h; cells express a hypersensitive GLP-1R form; 380,000 tested, 0.007% active; further: potency means the concentration at half of the fitted maximal effect; % of control where 0% means no effect
Target sequence (P43220 whole entry, looked up): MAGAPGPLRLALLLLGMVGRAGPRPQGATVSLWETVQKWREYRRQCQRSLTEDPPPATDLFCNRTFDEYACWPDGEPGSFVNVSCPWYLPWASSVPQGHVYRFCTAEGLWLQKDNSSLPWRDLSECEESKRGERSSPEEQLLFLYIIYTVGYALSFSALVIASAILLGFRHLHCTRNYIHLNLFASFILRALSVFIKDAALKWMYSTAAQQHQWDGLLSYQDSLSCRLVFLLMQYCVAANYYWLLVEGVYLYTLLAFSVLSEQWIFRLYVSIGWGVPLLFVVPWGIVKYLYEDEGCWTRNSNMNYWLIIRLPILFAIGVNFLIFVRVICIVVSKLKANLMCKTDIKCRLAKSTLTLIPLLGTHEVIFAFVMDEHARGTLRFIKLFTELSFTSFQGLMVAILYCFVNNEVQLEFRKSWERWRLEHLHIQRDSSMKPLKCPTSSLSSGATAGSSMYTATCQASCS
D3 ag – qHTS of D3 Dopamine Receptor Agonist: qHTS; D3R DiscoveRx beta-arrestin cells, luminescence, 90 min; max activation, %; 410,000 tested, 0.58% active; AID 652048, 2013; in the data active means max activation above about 30%; further: 0% is about no effect; mostly tested at two doses, the higher about 12 µM
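Agonist-mode cell screen: cells plated at 1500/well and incubated overnight at 37 °C, then exposed to library compounds for 90 min at 37 °C. Detection reagent was added for 30–60 min at room temperature, and luminescence was read.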
HT1080-NT tox – qHTS for induction of synthetic lethality in tumor cells producing 2HG: qHTS for the HT-1080-NT fibrosarcoma cell line | HT-1080-NT fibrosarcoma viability, CellTiter-Glo ATP luminescence, 48 h | Potency, µM (doses to about 46.1 µM), for inactives: at the highest dose activity, negative = less viability, usual class: cytotoxic | 360,000 tested, 1.6% active | AID 686970, 2013;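 further: NT is the 2HG producing partner of a matched IDH1 knockdown line; potency means the concentration at half of the fitted maximal effect; 0% = DMSO-treated cells and -100% = media-only wells without cells; nearly all actives have a fitted effect of over 55% in size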
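750 cells/well, RPMI + 5% FBS; 2 h settle, compound pin-transfer, 48 h at 37 degrees C. CellTiter-Glo 10 min RT, luminescence. Normalized to DMSO and media-only wells.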
KB-V1 MDR tox – qHTS assay for MDR1-selective chemotherapeutics: Primary screen using the drug-selected MDR subline cells KB-V1; 400,000 tested, 3.4% active; Potency, µM (series often up to 46.1 µM), for inactives: top-dose activity change, negative = cytotoxicity, actives largely listed as cytotoxic; AID 1347076, 2019; KB-V1 MDR cells viability, CellTiter-Glo, 72 h; further: potency means the concentration at half of the fitted maximal effect; on the % scale 0 is the no-effect control and ±100 the full control effect; nearly all actives have a fitted effect of over 60% in size
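Cytotoxicity via CellTiter-Glo luminescence after 72 h compound exposure at 37 degrees C. Cells: drug-selected KB-V1 line, DMEM phenol-red free plus 10% FBS. Compounds tested at multiple concentrations; normalized data fitted to concentration-effect curves.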
The depositor's hits bear a star; ? = inconclusive; . = no result given; & = joins results of further samples; [ ] = remark or other dose. Unless noted, the call rests on the fitted dose curve; in most records, active means well fitted curve in the direction sought with a large enough effect; inconclusive means small, poorly fitted or top-dose-only effect, or another doubt; inactive means no such curve, though single readings can be large; an effect the other way counts as inactive or inconclusive. Random draw from the library, and some 12% of all compounds hit somewhere here.

| SMILES | HT1080 IDH1KD tx | KB-3-1 cytotox | SW480 rerep | D3 antag | IL-1B inflam inh | GLP1R ag | D3 ag | HT1080-NT tox | KB-V1 MDR tox |
| --- | --- | --- | --- | --- | --- | --- | --- | --- | --- |
| O=C(c1ccc2c(c1)OCO2)N1CCN(c2ccccc2F)CC1 | 16% | ? | -3% | -10 | 17 | 8% | 9 | 45% | -7% |
| CC1(C)C(=O)OC(C(=O)c2ccccc2)C2(CCCCC2)C1=O (configuration not stated) | -1% | 0% | -2% | 9 | 25 | -1% | 2 | 1% | 1% |
| Cn1c2ccccc2c2cnn(CC(=O)NCCCN3CCN(c4ccccc4F)CC3)c(=O)c21 | 0% | -14% | 1% | -90* | -21 | 1% | 11&6 | -9% | 1% |
| CCOc1ccc(OCC(O)CN2CCN(S(=O)(=O)c3cccc(C(F)(F)F)c3)CC2)cc1 (configuration not stated) | -17% | -4% | 10% | -5 | -6 | 6% | 8 | 1% | -4% |
| OC(COCc1ccccc1)CN1CCc2ccccc2C1 (configuration not stated) | 4% | 0% | . | -65* | 3 | -17% | -11 | 2% | -27% |
| CSc1ncccc1C(=O)NCC(c1ccco1)N1CCCCC1 (configuration not stated) | -2% | 0% | 0% | 10 | 14 | -5% | 0 | 0% | ? |
| Cn1ccc(=NC=C(C#N)C#N)c2ccccc21 | -12% | -8% | 0% | -10 | -2 | 1% | -3 | -2% | -20% |
| COc1cccc(N2CCN(C(=O)CN3CCSc4ccc(S(=O)(=O)N(C)C)cc43)CC2)c1 | . | 2% | . | . | . | 4% | -3 | . | ? |
| COc1ccc(OC)c(/C=C/C(=O)OCC(=O)N2CCCCC2)c1 | 5% | -2% | -6% | -4 | -12 | 20% | -11 | 17% | 0% |
| O=C(COc1ccc(S(=O)(=O)N2CCCCC2)cc1)N1CCCC1 | 1% | -3% | -13% | 0 | 6 | 4% | 1 | 3% | -2% |
| Cc1ccccc1S(=O)(=O)NC(=O)C1(C)CCN1C(=O)C1(c2ccc(Cl)cc2)CCC1 (configuration not stated) | 24% | 0% | . | 0 | 0 | 1% | -6 | 25% | -4% |
| CC(=O)Nc1cc2c(cc1Cl)-c1ccc(F)cc1C2O (configuration not stated) | -2% | -3% | -8% | 3 | -6 | 12% | -9 | -12% | -20% |
| COc1ccc(-n2nc3cc(C)c(N)c(Br)c3n2)cc1 | -28% | 6% | 12% | 12 | 17 | -5% | 3 | ? | -3% |
| CCOC(=O)c1cnc(Cc2ccccc2)[nH]c1=O | 3% | 11% | 3% | -1 | -1 | -5% | -1 | 5% | ? |
| O=S(=O)(Nc1ccc2c(c1)nc1n2CCOC1)c1ccccc1 | -15% | -3% | 0% | -24 | 19 | 4% | 0 | 0% | 0% |
| COC(=O)/C(C#N)=C/c1cc(C)sc1C | 23% | 1% | -8% | -2 | . | 4% | 23 | 28% | 0% |
| O=C(Nc1cc2c3c(c1)C1CCCC1CN3CC1CCCC21)c1ccccc1 (configuration not stated) | -5% | 0% | 7% | ? | ? | -6% | -8 | 0% | 6% |
| CC1CCCN(CC(O)COc2ccc(Cl)cc2)C1 (configuration not stated) | -20% | 5% | -2% | -58* | -1 | -11% | -34 | 5% | -1% |
| CCN1C(=O)c2cccc3c(NC(=O)c4cccc(N5C(=O)CCC5=O)c4)ccc1c23 | 3% | 18% | -7% | -4 | 31 | 24% | 5 | 18% | -2% |
| COc1cc(OC)c(C2=NOC(C(=O)NCc3cccs3)C2)cc1Cl (configuration not stated) | 4.6µM* | 0% | 9.2µM* | -20 | 13 | 29% | -7 | 4.1µM* | 7.3µM* |
| CCOC(=O)C1=CCN(S(=O)(=O)c2ccccc2C)C1c1ccc(Br)cc1 (configuration not stated) | ? | 0% | . | 6 | -19 | -2% | -1 | ? | 3% |
| O=C(CCNC(=O)c1ccc(Br)o1)NCc1ccccc1Cl | 2% | -2% | -2% | -10 | 11 | -14% | 0 | 16% | 11% |
| CC(C)n1c(=O)n(CC(=O)NCC2CCCO2)c(=O)c2c3c(sc21)COC(C)(C)C3 (configuration not stated) | 1% | 1% | -3% | -5 | -5 | -1% | 2 | 0% | 17% |
| CCOC(=O)N1CCN(CC(O)COc2ccccc2C(C)(C)C)CC1 (configuration not stated) | -4% | 1% | 9% | -28 | 1 | 17% | 0 | -4% | -9% |
| Cc1ccc(/C=N\NC(=O)c2cc([N+](=O)[O-])cc([N+](=O)[O-])c2)o1 | 1% | 2% | 2% | -24 | 11 | -1% | 16 | -1% | ? |

The final 2 compounds of the part before lead into the next.
| SMILES | HT1080 IDH1KD tx | KB-3-1 cytotox | SW480 rerep | D3 antag | IL-1B inflam inh | GLP1R ag | D3 ag | HT1080-NT tox | KB-V1 MDR tox |
| --- | --- | --- | --- | --- | --- | --- | --- | --- | --- |
| CCOC(=O)N1CCN(CC(O)COc2ccccc2C(C)(C)C)CC1 (configuration not stated) | -4% | 1% | 9% | -28 | 1 | 17% | 0 | -4% | -9% |
| Cc1ccc(/C=N\NC(=O)c2cc([N+](=O)[O-])cc([N+](=O)[O-])c2)o1 | 1% | 2% | 2% | -24 | 11 | -1% | 16 | -1% | ? |
| COc1ccc(N2CCN(C(=O)c3ccc(NS(=O)(=O)c4cccc(F)c4)cc3)CC2)cc1 | -24% | ? | -5% | 7 | -4 | 0% | 0 | -6% | -4% |
| Cc1cccc(C2=NN(c3ccccc3)[C@H](CO)[C@H]2c2ccc(Cl)cc2)c1 | ? | ? | 13µM* | 33 | 24 | -4% | 11 | ? | ? |
| Brc1ccc(-c2c[n+]3c(n2-c2ccccc2)SCC3)cc1 | ? | ? | -14% | -1 | . | -2% | -24 | -18% | -2% |
| COc1ccc(/C=N/NC(=O)c2ccn[nH]2)cc1CSc1ccccn1 | 15% | 3% | -29% | 9 | 0 | 19% | 4 | 8% | 22% |
| CCCc1cc(=O)[nH]c(SCC(=O)N2c3ccccc3CC2C)n1 (configuration not stated) | 10% | 12% | -2% | 3 | 11 | 1% | 6 | -2% | -2% |
| Fc1ccc(C2CC(c3cccs3)=NN2C(=S)Nc2ccccc2)cc1 (configuration not stated) | -4% | -13% | -114%[inhibitor] | 1 | -13 | -25% | -3 | 7% | 21µM* |
| COc1ccc2oc(=O)c(C(=O)N3CCc4ccccc43)cc2c1 | 4% | 0% | -6% | -7 | -7 | 16% | 0 | 1% | -4% |
| COc1cccc(NC(=O)C(=O)NCC2CCCN2S(=O)(=O)c2cccs2)c1 (configuration not stated) | 4% | 0% | . | 42 | -7 | 22% | 0 | 0% | ? |
| COC(=O)c1ccc(/C=N/NS(=O)(=O)c2cc(C)ccc2C)cc1 | 0% | 2% | -3% | -82* | 1 | 15% | -49 | -2% | ? |
| COCCCN1C(=O)C(CC(=O)NCCN2CCOCC2)CC(C(=O)N(C)C)=C1C (configuration not stated) | 9% | 0% | . | -4 | -19 | -4% | -5 | 16% | 13% |
| CN1CCN(C(=O)c2ccc3c(=O)n4c(nc3c2)CCCCC4)CC1 | 9% | 24% | -5% | 31 | 29 | -9% | -5 | 14% | 20% |
| Cc1nn(CC(=O)O)c(C)c1NC(=O)c1cccs1 | 0% | -1% | 20% | -1 | -8 | 1% | -6 | 0% | 0% |
| CC(C)COc1ccc(S(=O)(=O)n2cc(F)c(=O)[nH]c2=O)cc1 | -8% | -10% | 0% | 15 | 22 | 2% | 5 | -18% | -16% |
| Cc1noc(C(=O)NCc2cccnc2)c1Cl | -1% | -13% | -13% | 8 | 18 | -4% | -6 | 4% | -22% |
| Cc1ccccc1N(Cc1nnc2n1CCCCC2)C(=O)Nc1ccccc1 | -5%[9.24 µM] | 9% | 21% | -13 | 7 | -2% | 1 | 19% | -21% |
| O=c1[nH]c2ccccc2n1CCCN1CCCCC1 | 5% | 0% | -2% | -61* | 8 | 2% | -16 | -2% | -29% |
| COc1ccc(NC(=O)c2cn(-c3ccccc3)nc2-c2cc3ccccc3o2)cc1 | -9% | 4% | 1% | 13 | -2 | -8% | 8 | -11% | -25% |
| COc1cccc(Nc2nc(Nc3ccc(Cl)c(C(=O)O)c3)nc(C)c2[N+](=O)[O-])c1 | -1% | -3% | -13% | -18 | 18 | -1% | -4 | -5% | 6% |
| COc1cccc(C2(c3cccc(OC)c3)CC2C(=O)Nc2ccc(F)cc2)c1 (configuration not stated) | 11% | 14% | -1% | 3 | 4 | 3% | 1 | 6% | -5% |
| CCc1cccc(NC(=O)CN(c2ccc(C)cc2)S(=O)(=O)c2c(C)noc2C)c1 | -8% | -23% | -37% | 9 | -8 | 1% | -6 | -21% | ? |
| Cc1cccc(OCCC(=O)OCC(=O)Nc2c(C)nn(-c3ccccc3)c2C)c1 | 18% | 13% | -1% | 7 | 9 | 0% | 2 | 9% | ? |
| CC(=O)Nc1ccc(NC(=O)C(C)OC(=O)c2ccc(N(C)C)cc2)cc1 (configuration not stated) | -12% | -4% | -1% | -17 | -5 | 5% | -10 | -5% | -24% |
| NC(=O)c1ccc(NC(=O)COC(=O)C23CC4CC(CC(C4)C2)C3)cc1 | 5% | 3% | . | 12 | 4 | 0% | 1 | 12% | -3% |
| CCOC(=O)N1CCC(N(CCN(C)C)C(=S)Nc2cc(Cl)ccc2C)CC1 | 1% | -2% | -10% | 25 | 37 | 11% | -3 | 4% | 0% |
| COC(CNC(=O)c1ccc2nc(-c3cccs3)c(-c3cccs3)nc2c1)OC | 0% | -20% | 15% | 12 | -51* | 9% | 6 | 0% | ? |
